Source: PubChem (The Scripps Research Institute Molecular Screening Center)
ssDAF12 agonist: activates DAF-12 receptor from parasite S. stercoralis; activation, % at 6.8 µM; HEK293 ssDAF-12/GRIP1 lit1-tk-luc reporter, luminescence; % of 3 µM dafachronic acid response; hit rate 1% among 370,000;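 active means activation above the mean over all tested compounds plus 3 SD, cut at about 0.9% in these data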;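 further: 0% = DMSO-only wells and 100% = 3 µM delta7-dafachronic acid wells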
hgDAF-12 ag: agonists of H. glycines DAF-12 nuclear receptor; HEK293 GAL4-hgDAF12 UAS-luciferase reporter, agonist luminescence; normalized to butyrate control; activation, % at 6.8 µM; hit rate 1.8% among 370,000; AID 687014;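 active means activation above a cutoff set at the mean of all screened compounds plus 3 SD, cut at about 10% in these data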;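 further: 0% = DMSO wells and 100% = sodium butyrate wells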
ADAM17 inh: inhibitors of human ADAM17; P78536; recombinant ADAM17, EDANS/DABCYL FRET peptide cleavage; inhibition, % at 6.95 µM; hit rate 0.83% among 370,000; AID 720648;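 active means inhibition above the mean of compounds lying between control limits plus 3 SD, set per campaign, cut at about 8.5% in these data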;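 further: 0% = DMSO-only wells as the low control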
DAX1 inh-1: inhibits human nuclear receptor DAX1 | inhibition, % at 6.75 µM | HEK293 Gal4-DAX1 luciferase reporter, luminescence | hit rate 0.99% among 340,000 | AID 504766;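 active means inhibition above the mean over all tested compounds plus 3 SD, cut at about 4.2% in these data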;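 further: 0% = DAX1-transfected cells with DMSO and 100% = empty-vector control cells with DMSO; inhibition shows as a rise in luminescence from relieved DAX1 repression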
GAA850 FXN act: frataxin GAA850 promoter activation. HEK293 lucGAA850 FXN promoter luciferase reporter, 24 h; percent of 10 µM SAHA response. activation, % at 6 µM. hit rate 0.56% among 360,000. AID 540364;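 active means activation above the average of all compounds screened plus 3 SD, cutoff fixed separately per campaign, cut at about 7.5% in these data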;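 further: 0% = DMSO wells and 100% = 10 µM SAHA wells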
ADAM10 inh: inhibits human ADAM10; inhibition, % at 7 µM; hit rate 0.62% among 370,000; O14672; recombinant ADAM10, EDANS/DABCYL FRET peptide cleavage, 3 h;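 active means inhibition above a per-campaign cutoff equal to the mean of compounds falling between control-based bounds plus 3 SD, cut at about 20% in these data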;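 further: 0% = DMSO wells while the 100% control is not disclosed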
Target sequence (O14672 214-748 limits assumed): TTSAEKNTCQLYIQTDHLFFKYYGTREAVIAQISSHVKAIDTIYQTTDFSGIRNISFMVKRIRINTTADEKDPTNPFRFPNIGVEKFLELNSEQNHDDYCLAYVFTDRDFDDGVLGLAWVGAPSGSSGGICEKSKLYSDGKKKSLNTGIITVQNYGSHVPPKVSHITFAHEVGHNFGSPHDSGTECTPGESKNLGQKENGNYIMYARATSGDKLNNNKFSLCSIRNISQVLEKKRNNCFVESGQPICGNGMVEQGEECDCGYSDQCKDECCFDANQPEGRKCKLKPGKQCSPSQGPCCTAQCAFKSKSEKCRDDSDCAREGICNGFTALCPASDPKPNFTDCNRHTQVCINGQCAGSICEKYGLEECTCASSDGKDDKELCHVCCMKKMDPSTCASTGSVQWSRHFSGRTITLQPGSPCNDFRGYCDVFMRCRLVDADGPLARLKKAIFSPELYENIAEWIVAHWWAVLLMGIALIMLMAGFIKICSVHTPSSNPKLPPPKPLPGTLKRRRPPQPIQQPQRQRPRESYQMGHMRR
hcDAF-12 act: activators of H. contortus DAF-12 nuclear receptor. HEK293 hcDAF-12 lit1-tk-luc reporter, luminescence; 0% DMSO, 100% Δ7-dafachronic acid. activation, % at 6.8 µM. hit rate 1.4% among 370,000. AID 652067;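 active means activation above the mean of all tested compounds plus 3 SD, cut at about 5.5% in these data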;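 further: 100% = response to 3 µM Δ7-dafachronic acid high control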
DAX1 inh-2: inhibitors of DAX1 repression of SF-1 activated StAR promoter. HEK293T StAR-luciferase reporter, SF-1/DAX-1 repression relief. inhibition, % at 6.8 µM. hit rate 1.1% among 370,000. AID 652010;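 active means inhibition above the mean over all tested compounds plus 3 SD, cut at about 3.6% in these data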;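 further: 0% = DAX-1 cells with DMSO and 100% = cells lacking DAX-1 with DMSO; higher inhibition means more luminescence from relief of DAX-1 repression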
PLCg1 inh: inhibitors of human phospholipase C gamma1. P19174. purified PLC-gamma1, fluorogenic substrate, fluorescence. hit rate 0.84% among 370,000. inhibition, % at 12.2 µM; in the data active means inhibition above about 9.5%
sPLA2-III inh: Inhibits HGIII-sPLA2 liposome hydrolysis, primary screen; Q9NZ20; QFRET BODIPY PC-A2 liposome hydrolysis, fluorescence; inhibition, % at 12.2 µM; hit rate 0.56% among 370,000;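 active means inhibition above mean plus 3 SD of compounds lying within the high and low control bounds, cut at about 19% in these data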;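 further: 0% = median of test compound wells and 100% = no enzyme DMSO wells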
Target sequence (Q9NZ20 whole entry, looked up): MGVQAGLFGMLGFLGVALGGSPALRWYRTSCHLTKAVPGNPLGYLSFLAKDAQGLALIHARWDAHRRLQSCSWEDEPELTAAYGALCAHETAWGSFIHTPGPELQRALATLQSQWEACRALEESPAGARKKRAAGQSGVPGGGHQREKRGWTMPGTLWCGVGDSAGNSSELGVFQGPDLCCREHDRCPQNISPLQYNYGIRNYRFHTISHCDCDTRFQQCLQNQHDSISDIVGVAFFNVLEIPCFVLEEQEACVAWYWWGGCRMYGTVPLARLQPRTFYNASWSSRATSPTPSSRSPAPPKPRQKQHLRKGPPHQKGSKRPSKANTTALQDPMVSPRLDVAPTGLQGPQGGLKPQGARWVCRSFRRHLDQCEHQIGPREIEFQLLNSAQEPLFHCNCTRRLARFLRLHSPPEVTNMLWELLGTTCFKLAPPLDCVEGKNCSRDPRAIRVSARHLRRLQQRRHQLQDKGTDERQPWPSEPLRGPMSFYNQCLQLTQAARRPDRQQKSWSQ
PLC-beta3 inh: blocks human PLC-beta3 enzyme activity. Q01970. Purified PLC-beta3, fluorogenic substrate, fluorescence. inhibition, % at 12.2 µM. hit rate 0.18% among 370,000. AID 720704; in the data active means inhibition above about 11%;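 further: 0% = median of compound wells on plate and 100% = full blocker control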
* = called active by the depositor; / = no result given.

SMILES	ssDAF12 agonist	hgDAF-12 ag	ADAM17 inh	DAX1 inh-1	GAA850 FXN act	ADAM10 inh	hcDAF-12 act	DAX1 inh-2	PLCg1 inh	sPLA2-III inh	PLC-beta3 inh
O=c1[nH]c2c(c(=O)[nH]1)CCCCCC2	-0.2	-0.9	-2	1.9	-0.8	-7	-1.1	-0.3	5	7	3
COc1ccc([C@H]2CN(c3ccc(OC)cc3)C(=O)[C@@H]2CC(=O)Nc2ccc(Br)cc2)cc1	-1.4	6.5	3	1.6	-3.2	7	0.6	0.8	1	-8	0
Cc1ccc2ncc(NC(=O)c3ccc(F)cc3)c(=O)n2c1	-1.1	3.3	-2	0.8	1.2	-7	0.4	1.0	-4	1	-8
CCc1ccc(N/C(SCc2ccccc2C)=C(/C#N)C(=O)NCc2ccco2)cc1	-1.3	0.5	3	1.2	1.3	6	-0.1	-0.8	5	-30	-2
C[n+]1ccc(/C=C/c2cccs2)cc1	-1.7	0.2	-3	-1.3	1.3	-7	-0.9	0.8	-17	1	-35
Cc1[nH]nc2c1C(=O)CC(C)(C)C2	-1.3	0.7	-5	1.2	2.2	-1	0.7	0.1	-2	4	1
O=C(CN1C(=O)COc2ccccc2C1=O)c1ccc2c(c1)OCCO2	-0.4	1.2	-4	1.4	-1.3	0	3.1	1.3	1	0	-6
CCCCN1C(=O)C(CC(=O)NC(c2ccccc2)c2ccccc2)CC(C(=O)N(C)C)=C1C (centres undefined)	-1.1	-1.7	-5	1.1	-1.0	-18	-2.2	-1.1	1	8	0
CCOC(=O)CN1C(=O)N(CC)C(C)=C(C(=O)OC)[C@@H]1c1ccccc1	-1.2	-0.9	-1	-0.3	0.8	-1	-0.6	-0.2	0	6	0
CCCCS(=O)(=O)NC1=NCN(Cc2ccco2)CN1	-0.9	-0.4	-6	1.6	0.4	-5	-1.2	0.1	-2	1	-2
COC(=O)C1(C(=O)OC)NOC2C(=O)N(c3ccc(Cl)cc3Cl)C(=O)C21 (centres undefined)	-1.6	-0.9	11*	1.9	4.3	12	-1.1	0.8	-5	-12	-17
O=C(Cn1nc([N+](=O)[O-])nc1Br)NC1CCCCC1	-1.2	-0.2	4	-1.1	-0.1	7	0.6	0.1	5	4	-1
CCN(CC)CCOC(=O)c1ccc(NC(=O)CCNC(=O)Cn2ccc3ccccc3c2=O)cc1	-1.5	-1.2	0	1.0	0.9	-2	-0.6	0.8	5	1	6
CN(Cc1ccccc1)C(=O)C1CCCN(Cc2ccc(Cl)cc2)C1 (centres undefined)	-1.2	0.3	-1	-1.2	-2.4	-5	-2.6	-1.2	1	2	2
C=CCN=C1NC(c2ccc(F)cc2)C(C(=O)OC)=C(C)N1Cc1ccccc1C(F)(F)F (centres undefined)	-1.4	1.8	-4	/	/	-14	-2.4	0.4	-1	0	0
CN(C)CCN(C(=O)c1ccc(C(=O)c2ccccc2)cc1)c1nc2cc3c(cc2s1)OCCO3	0.0	2.2	-5	1.7	3.6	-13	0.6	3.6	-10	12	-13
Cc1cccc(NC(=O)c2cn(-c3ccccc3)nc2-c2ccccc2)c1	-0.5	0.1	1	-1.4	-1.0	-8	-2.8	0.0	0	13	-2
O=C(NCCc1ccccn1)c1nc(Cn2cc(Br)cn2)no1	-1.2	0.3	3	-1.1	1.4	15	-2.4	0.1	7	-5	-1
COC(=O)CC(c1ccc(C(C)C)cc1)n1cccc1 (centres undefined)	-1.1	-0.6	6	-0.8	2.2	1	-0.4	0.2	1	-12	1
COC(=O)c1ccc(COc2ncnc3c(Cl)cc(Cl)cc23)o1	-0.4	2.8	-8	-0.4	0.1	0	-1.3	0.3	0	-5	0
Cc1cccc(NC(=O)CNC(=O)Cc2ccc(S(=O)(=O)N3CCOCC3)s2)c1C	-1.3	-0.5	-2	-1.1	3.5	-4	-0.4	-1.8	-7	-8	-12
CN1CCCN(C(=O)CN2C(=O)CC(C)(C)S(=O)(=O)c3ccccc32)CC1	-0.4	2.4	1	/	/	-13	-1.1	1.2	1	-2	2
Cc1ccc(-c2nc3c(C)cc(Br)cn3c2Cc2ccccc2)cc1	-0.5	1.1	-4	/	/	-21	4.0	-0.3	-7	1	-10
COc1ccc(C(=O)NC(=S)Nc2ccc3oc(=O)ccc3c2)cc1OC	-0.9	-2.2	0	1.8	-1.9	3	-0.6	-0.3	0	-2	5
Cc1cc(C)n(C(CC(=O)N2CCc3ccccc3C2)C(=O)O)n1 (centres undefined)	-0.1	2.1	-5	-0.4	1.3	-19	4.5	0.8	-3	16	-2
O=C(CC1SC(=O)N(c2ccccc2)C1=O)Nc1ccc(Br)cc1 (centres undefined)	-0.8	1.1	3	/	2.1	13	-0.7	-0.2	-9	-18	-9
COCCNS(=O)(=O)c1ccc(F)c(OC)c1	-1.2	-0.1	-4	0.3	1.5	2	-0.5	0.5	0	4	2
COc1ccccc1C(=O)N/C(=C\c1cn(C)c2ccccc12)C(=O)NCCCN1CCOCC1	-0.1	0.9	-6	0.0	1.2	-3	0.9	-0.4	-10	4	-23
CC1CCCN(S(=O)(=O)c2ccc(S(=O)(=O)NC(C)c3cccs3)cc2)C1 (centres undefined)	-0.9	-3.2	5	0.4	3.7	6	-2.0	-0.4	1	-30	3
CCOC(=O)[C@]12CCCC=C1N(CCC1=CCCCC1)C(=O)[C@H](CC(=O)NCCCOC)C2	-1.2	2.1	-1	/	/	-5	-0.6	0.1	-3	0	-1

Whole records, quoted from the list. Values in the order: ssDAF12 agonist | hgDAF-12 ag | ADAM17 inh | DAX1 inh-1 | GAA850 FXN act | ADAM10 inh | hcDAF-12 act | DAX1 inh-2 | PLCg1 inh | sPLA2-III inh | PLC-beta3 inh
COc1ccc(C(=O)NC(=S)Nc2ccc3oc(=O)ccc3c2)cc1OC as listed: -0.9 | -2.2 | 0 | 1.8 | -1.9 | 3 | -0.6 | -0.3 | 0 | -2 | 5
Cc1cccc(NC(=O)CNC(=O)Cc2ccc(S(=O)(=O)N3CCOCC3)s2)c1C as listed: -1.3 | -0.5 | -2 | -1.1 | 3.5 | -4 | -0.4 | -1.8 | -7 | -8 | -12

Later entries.
SMILES	ssDAF12 agonist	hgDAF-12 ag	ADAM17 inh	DAX1 inh-1	GAA850 FXN act	ADAM10 inh	hcDAF-12 act	DAX1 inh-2	PLCg1 inh	sPLA2-III inh	PLC-beta3 inh
CC(COc1ccc(Cl)cc1)CN1CCC(C(O)(c2ccccc2)c2ccccc2)CC1 (centres undefined)	-1.6	1.9	-1	/	/	4	0.7	-1.2	3	-6	-2
CCC1Nc2ncnc(N3CCCCC3)c2N(Cc2ccc(Br)cc2)C1=O (centres undefined)	-1.7	-1.9	4	-0.9	0.4	2	-1.4	-0.5	-5	-3	-2
Cc1nc2nc[nH]n2c(=O)c1C/C=C/c1ccccc1	-0.8	-0.8	-2	2.9	1.0	-3	-0.8	-0.9	-2	-3	0
COC(=O)C1=C(C)Nc2c(c(=O)n(C)c(=O)n2C)C1c1ccc(Cl)cc1 (centres undefined)	-0.9	-2.5	0	0.5	0.6	-12	-2.8	-0.2	-6	15	-6
Cc1ccc(/C=N/n2c(-c3ccc(Cl)cc3)n[nH]c2=S)o1	-1.8	0.5	-6	-0.7	0.2	2	-1.4	-0.1	-2	18	-2
CC(C)CC(NC(=O)C(CC(C)C)NC(=O)C(Cc1ccc(OCc2ccccc2)cc1)NC(=O)OC(C)(C)C)C(N)=O (centres undefined)	-1.7	-0.6	-3	-0.5	1.4	-3	-0.9	-0.2	-1	4	-1
Cc1ccc(N=Nc2c(N)[nH]n3c(=O)cc(-c4ccccc4)nc23)cc1	-1.1	2.6	-2	-0.3	-2.2	-6	-2.3	0.1	-1	0	-2
O=C(Nc1ccc(Oc2cccnc2)cc1)c1ccccc1F	-1.2	8.2	2	-0.9	2.9	-6	-0.9	-0.6	6	-4	-1
CC(C)(C)OC(=O)N[C@@H](C(=O)OC(C)(C)C)c1ccccc1	-1.2	-0.5	-3	0.7	0.8	-1	-1.3	0.0	-4	3	1
Cc1cc(C)nc(NC(=O)c2ccc(OC(C)C)cc2)n1	-1.0	-2.0	-3	2.3	-1.2	4	-0.9	0.2	3	-1	0
Cc1ccc(S(=O)(=O)CCC(=O)NCCC2=CCCCC2)cc1	-1.0	3.5	-4	0.6	2.4	-4	1.2	-0.6	-4	7	-4
COc1ccc(NC(=O)CSc2nc3ccccc3c3nc4ccccc4n23)cc1	-1.4	2.3	-2	0.3	-3.7	-8	0.5	0.1	0	4	-2
CCn1cc(C(=O)NCC(=O)NCCCN2CCOCC2)c(=O)c2cc3c(cc21)OCO3	-0.9	2.7	-8	1.1	-0.8	-23	0.4	-0.3	-3	2	-17
O=C(CSc1nnc(-c2ccncc2)o1)Nc1cccc(Cl)c1	-0.3	0.8	-4	2.5	2.4	-22	-1.1	3.1	-3	11	-13
COc1cccc(NC(=S)N2CCN(Cc3ccccc3)CC2)c1	-1.9	0.4	1	-0.8	0.2	-3	0.5	-0.9	7	5	6
O=C(CCCNC(=O)c1ccc(Cl)cc1)NCc1ccccc1Cl	-1.1	-3.4	3	0.0	2.0	17	-2.8	-0.6	3	-4	3
Cc1nc2ncnn2c(C)c1CCC(=O)NC(C)CCc1ccco1 (centres undefined)	-0.1	1.4	-2	-0.4	-1.0	5	-0.8	0.4	-3	-3	2
O=C(NC(=S)Nc1cc(Cl)ccc1Cl)c1ccco1	-1.0	6.1	3	0.3	1.1	0	3.2	1.2	3	11	-4
Cc1ccc(-c2csc(NC(=O)COc3ccc(N(C)S(=O)(=O)c4ccc(C)cc4)cc3)n2)cc1	-0.9	-0.5	-1	-0.1	-0.2	0	-0.8	-0.4	-1	1	-2
CCN(CC(=O)Nc1ccc(NC(C)=O)cc1)C(=O)/C=C/c1ccc([N+](=O)[O-])cc1	-0.9	4.4	0	0.0	-1.3	-7	-0.7	0.5	-1	6	-4
Cc1ccc(NC(=O)CN(C)C(=O)COC(=O)COc2cc(C)cc(C)c2)cc1	-0.9	2.0	0	0.9	-0.2	-14	-0.5	0.1	-3	4	0
O=C(Cc1cccc(NC(=O)C2CCN(C(=O)C3CC3)CC2)c1)Nc1cccc(C(=O)N2CCCC2)c1	-1.1	0.3	7	0.6	-0.5	8	-0.7	-0.4	6	4	4
COc1ccc(-c2nc(CSCC(=O)NCC3CCCO3)c(C)o2)cc1OC (centres undefined)	-1.7	3.1	-5	-1.0	0.4	-12	0.6	-0.3	-6	-1	-8
Cc1cccc(N2CC(C(=O)Nc3nnc(SCC(=O)N4CCOCC4)s3)CC2=O)c1 (centres undefined)	-1.1	-1.4	-7	1.0	2.8	-2	-0.3	-0.7	0	7	-5
CCOC(=O)C/C(C)=N/NC(=O)CNc1cccc(Cl)c1C	-0.7	-1.7	-3	-0.4	1.7	-5	0.5	-0.3	-2	4	-8
COc1ccc(C2C(C(=O)Nc3cccc(C)n3)c3ccccc3C(=O)N2C)cc1 (centres undefined)	-1.3	0.8	0	0.6	1.9	-5	-0.5	-0.1	2	11	7
Cc1ccc(C(=O)C2=C(O)C(=O)N(Cc3cccnc3)C2c2cccc(Oc3ccccc3)c2)o1 (centres undefined)	-1.1	1.8	-1	/	/	8	-0.8	0.1	-27	4	-46
